# Screening data deposited in PubChem BioAssay by several laboratories.
# ANO1 block: TMEM16A chloride channel inhibitors, primary screen, cell-based, HTS. Anoctamin-1 (Mus musculus), Q8BHY3. HEK293 TMEM16A/YFP iodide influx fluorescence, ionomycin. normalized B-score (activity score, 25-100; higher = stronger inhibition) at 10 µM. 310,000 compounds, 1.2% hits. AID 588511, 2011;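 active = ratio plate-corrected score three or more library SD toward inhibition, starting fluorescence score within five deviations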;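 note: score derived from kinetic fluorescence span divided by baseline fluorescence per well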
# KCNK9 block: KCNK9 potassium channel inhibitors, primary screen, HEK293 cells, thallium flux; Potassium channel subfamily K member 9 (Homo sapiens), Q9NPC2; FluxOR thallium flux fluorescence; hits give low values; B-score at 10 µM; 310,000 compounds, 1.2% hits;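 active = ratio B-score over 3 SD below the library mean, with starting fluorescence within 5 SD of its mean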;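 note: negative B-score means less thallium flux so channel inhibition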
# KCNK3 block: human KCNK3 channel inhibitors, primary screen, CHO cells, FluxOR thallium flux, B-score; 340,000 compounds, 0.84% hits; Potassium channel subfamily K member 3 (Homo sapiens), O14649; FluxOR fluorescence; hits give low values; B-score at 10 µM; AID 602410, 2012;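 active = B-score under library mean minus 4 SD, starting fluorescence ratio at most library mean plus 5 SD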;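 note: more negative B-score means stronger inhibition of thallium flux through KCNK3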
# KCNQ1 pot: potentiators or activators of KCNQ1 channel, primary screen, cell-based, thallium flux, high-throughput. CHO-K1 KCNQ1, thallium flux FluxOR fluorescence; hits give high values. AID 2648, 2010. B-score at 10 µM. 310,000 compounds, 0.35% hits. Potassium voltage-gated channel subfamily KQT member 1 (Homo sapiens), P51787;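 active = fluorescence ratio B-score, a plate-corrected score, at least three library SD, with initial intensity B-score within 5 SD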
#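 Schedule – 37 °C overnight plating, 90-min dark dye load, 20-min compound pretreatment · System – stable KCNQ1 CHO-K1 line · Probe or stimulus – thallium- and potassium-containing depolarizing buffer · Measured by – kinetic FluxOR fluorescence, 10 s baseline plus 110 s post-stimulus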
# HDAC3 inh: HDAC3 deacetylase inhibitors, primary screen, biochemical, fluorescence, cell-free homogeneous; Histone deacetylase 3 (Homo sapiens), O15379; recombinant HDAC3, fluorogenic peptide/trypsin coupled; inhibition, % at 8.3 µM; 320,000 compounds, 0.15% hits; in the data active = inhibition above about 26%, passing the limit was not always enough
# KCNQ1 block: inhibitors of human KCNQ1 channel, primary screen, cell-based, thallium flux, high-throughput | Potassium voltage-gated channel subfamily KQT member 1 (Homo sapiens), P51787 | CHO-K1 KCNQ1, FluxOR thallium flux fluorescence; hits give high values | B-score at 10 µM | 310,000 compounds, 1.3% hits;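 active = compounds whose thallium flux B-score, printed positive for inhibition, exceeds three library SD while starting fluorescence stays within three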;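 note: channel opened by potassium depolarization with thallium stimulus after 20 min compound exposure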
# ANO1 activ: TMEM16A chloride channel activators or potentiators, primary screen, cell-based, HTS. 340,000 compounds, 0.3% hits. B-score at 10 µM. HEK293 TMEM16A/YFP-H148Q/I152L, iodide quench fluorescence; hits give low values;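 active = fluorescence-ratio B-score plate-corrected deviation score at least 3 library SD below zero, with starting fluorescence score within 5 deviations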;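 note: channel opened by trigger with iodide after compound preincubation; score built on the fluorescence ratio of max minus min over baseline; more negative score means more quench and so TMEM16A activation or potentiation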
# TRPC4 potent: positive allosteric modulators of TRPC4, primary screen, cell-based, mouse TRPC4beta, HEK293 mu-opioid, Fluo-4 calcium | 310,000 compounds, 0.42% hits | B-score at 10 µM | Short transient receptor potential channel 4 (Mus musculus), Q9QUQ5 | DAMGO EC20, Fluo-4 Ca2+ flux; hits give high values;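 active = B-score of calcium response area above 5 SD of library B-scores, with initial fluorescence ratio within 5 SD of library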;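 note: B-score of integrated fluorescence ratio over time as area under calcium response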
# hERG protect: hERG rescue from dofetilide block, primary screen, cell-based, CHO-hERG, FluxOR thallium flux, dofetilide IC70; dofetilide IC70 present; activation (rescue from dofetilide block), less the hit threshold, % at 10 µM; 310,000 compounds, 0.51% hits; AID 1511, 2009;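 active = activation above the mean of controls blocked by dofetilide plus 5 SD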;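 note: thallium influx through hERG after potassium depolarization seen as dye fluorescence rise; in these data hits start at about 4.7%; inactives centre near -7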
# Target sequence (Q12809 whole entry, looked up): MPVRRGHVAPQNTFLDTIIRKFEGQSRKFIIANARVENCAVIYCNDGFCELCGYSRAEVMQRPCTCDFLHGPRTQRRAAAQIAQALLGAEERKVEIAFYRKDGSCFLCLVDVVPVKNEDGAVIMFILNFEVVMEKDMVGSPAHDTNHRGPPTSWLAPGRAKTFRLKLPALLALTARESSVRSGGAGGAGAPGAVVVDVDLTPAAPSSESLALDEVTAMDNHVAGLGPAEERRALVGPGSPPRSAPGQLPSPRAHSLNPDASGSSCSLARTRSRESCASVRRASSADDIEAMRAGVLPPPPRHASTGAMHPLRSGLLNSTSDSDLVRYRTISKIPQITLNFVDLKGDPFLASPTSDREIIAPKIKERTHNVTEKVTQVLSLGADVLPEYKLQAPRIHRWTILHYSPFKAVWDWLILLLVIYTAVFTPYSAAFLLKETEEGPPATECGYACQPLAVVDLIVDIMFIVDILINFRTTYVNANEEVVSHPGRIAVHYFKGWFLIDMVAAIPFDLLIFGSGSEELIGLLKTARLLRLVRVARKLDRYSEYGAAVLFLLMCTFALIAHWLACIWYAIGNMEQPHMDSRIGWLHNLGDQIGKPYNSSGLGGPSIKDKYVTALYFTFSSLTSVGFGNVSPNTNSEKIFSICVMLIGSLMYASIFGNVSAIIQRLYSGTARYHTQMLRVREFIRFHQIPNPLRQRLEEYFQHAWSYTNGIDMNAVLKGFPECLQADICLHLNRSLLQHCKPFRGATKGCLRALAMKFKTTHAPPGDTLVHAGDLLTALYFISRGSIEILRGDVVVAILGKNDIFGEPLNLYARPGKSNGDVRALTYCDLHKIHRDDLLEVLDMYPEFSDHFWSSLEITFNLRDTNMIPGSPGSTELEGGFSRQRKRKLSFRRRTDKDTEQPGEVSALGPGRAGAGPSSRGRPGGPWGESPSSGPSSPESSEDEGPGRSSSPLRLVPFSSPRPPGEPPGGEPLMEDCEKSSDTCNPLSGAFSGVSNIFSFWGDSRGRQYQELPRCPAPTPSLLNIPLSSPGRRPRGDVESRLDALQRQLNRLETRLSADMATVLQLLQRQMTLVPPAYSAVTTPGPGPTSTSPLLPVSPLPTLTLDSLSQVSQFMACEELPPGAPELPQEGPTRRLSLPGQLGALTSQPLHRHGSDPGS
# TRPC4 act: activators of mouse TRPC4 channel, primary screen, Fluo4 calcium, HEK293 TRPC4beta/mu-opioid cells | Short transient receptor potential channel 4 (Mus musculus), Q9QUQ5 | Fluo4 calcium fluorescence; hits give high values | B-score at 10 µM | 310,000 compounds, 0.49% hits;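 active = B-score above 5 SD of library B-scores, and initial fluorescence ratio not above library mean plus 5 SD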;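 note: positive B-score marks a calcium rise read as TRPC4 activation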
#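 Assay system: HEK293 stable line with TRPC4beta plus mu-opioid receptor. Times: dye 45 min RT, read 110 s. Measured by: kinetic Fluo4 calcium fluorescence. Measure: B score of integrated ratio. Controls: assay buffer as low control, maximal DAMGO as high control.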
# Dyrk1A ADPGlo: rat Dyrk1A kinase inhibitors, primary screen, biochemical, single point, plate reader; Dual specificity tyrosine-phosphorylation-regulated kinase 1A (Rattus norvegicus), Q63470; ADP-Glo luminescence, NFATc1 peptide; inhibition, % at 12.5 µM; 310,000 compounds, 0.43% hits; in the data active = inhibition above about 50%;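 note: plate controls were vehicle with enzyme for no effect and no enzyme for full effect; many of its hits are not listed in these tables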
# An asterisk follows results filed as active; i = inactive; x = not tested or not shown.
Structure | ANO1 block | KCNK9 block | KCNK3 block | KCNQ1 pot | HDAC3 inh | KCNQ1 block | ANO1 activ | TRPC4 potent | hERG protect | TRPC4 act | Dyrk1A ADPGlo
S=c1[nH]nc(C2CCCCC2)n1/N=C/c1ccccc1Br | i | i | i | i | 5 | i | i | i | 1 | i | 34
COc1ccc(-c2cn[nH]c2-c2ccc(OCc3ccccc3)cc2O)cc1OC | i | i | i | i | 16 | i | i | i | -13 | i | 2
Nc1ccc(N2CCCCC2)c(S(=O)(=O)Nc2ccccc2Cl)c1 | i | i | i | i | -4 | i | i | i | -9 | i | 4
O=C1CCCCC1Oc1ccc2ccc(=O)oc2c1 (stereo not drawn) | i | i | i | i | -25 | i | i | i | -4 | i | 2
CCN=c1scc(-c2cccs2)n1/N=C/c1cc(OC)ccc1O | i | x | i | x | -2 | x | i | x | x | x | 1
CCCc1nnc(NC(=O)c2cccnc2)s1 | i | i | i | i | -2 | i | i | i | -7 | i | x
Cc1ccc(OCCN2CCNCC2)c([N+](=O)[O-])c1 | i | i | i | i | 7 | i | i | i | -7 | i | 6
CC(=O)CCC(=O)N1CCCC(N2CCN(c3cccc(Cl)c3)CC2)C1 (stereo not drawn) | i | i | i | i | 1 | i | i | i | -9 | i | x
CC1=NN(C(=O)c2ccc(Cn3nc(C)c([N+](=O)[O-])c3C)o2)C(O)(C(F)(F)F)C1 (stereo not drawn) | i | i | i | i | 3 | i | i | i | -2 | i | -3
COc1cc(OC)nc(-n2ncc(OC)c(Br)c2=O)n1 | i | i | i | i | x | i | i | i | -10 | i | 2
CCOc1ncccc1C(=O)N=c1sccn1C | i | i | i | i | 7 | i | i | i | -5 | i | 7
CCc1ccccc1NC(=S)N1CCN(c2ccccn2)CC1 | i | i | i | i | 2 | i | i | i | -6 | i | 1
COc1ccc(-n2nnnc2-c2ccccc2)cc1 | i | i | i | i | 5 | i | i | i | -2 | i | -3
O=C(CN1CCN(Cc2ccc3c(c2)OCO3)CC1)Nc1ccc(F)cc1 | i | i | i | i | -2 | i | i | i | -3 | i | 0
Cc1ccc(C)c(NC(=S)N2CCC(N(C)CC3CCCO3)CC2)c1 (stereo not drawn) | i | i | i | i | -11 | i | i | i | -4 | i | 2
O=C1NCCN(Cc2c(F)cccc2Cl)C1CC(=O)N1CCCCO1 (stereo not drawn) | i | i | i | i | 12 | i | i | i | -4 | i | -1
O=C1c2cccnc2C(=O)N1Cc1ccc(F)cc1S(=O)(=O)NCc1ccco1 | i | i | i | i | -12 | i | i | i | -7 | i | x
CCSc1nnc(NC(=O)c2ccc(C)o2)s1 | i | i | i | i | 1 | i | i | i | -12 | i | -3
CS(=O)(=O)c1ccc2nc(NC(=O)Cc3ccccc3)sc2c1 | i | i | i | i | -1 | i | i | i | -1 | i | 26
COc1ccc(Nc2c(-c3ccc(C)cc3)nc3cnccn23)cc1 | i | i | i | i | 0 | i | i | i | -17 | i | 2
CCCSc1nc2sc3c(c2c(=O)n1-c1ccc(OC)cc1)CCN(C)C3 | x | i | i | i | x | i | x | i | -8 | i | 1
CN(C)CCNC(=S)Nc1cccc(Cl)c1 | i | i | i | i | -4 | i | i | i | -14 | i | -2
CN(CCO)c1nc2c(c(=O)n(Cc3ccc(Cl)cc3)c(=O)n2C)n1C | i | i | i | i | 6 | i | i | i | -5 | i | 3
CCN1C(=O)[C@@H]2[C@@H](c3ccc(-c4ccc(C(C)=O)cc4)c(OC)c3)N3CCCC[C@@]3(C(=O)OC)[C@@H]2C1=O | i | i | i | i | 1 | i | i | i | -10 | i | 16
Cc1ccc(-n2nc3c(=O)n(CCCC(=O)NCc4cccc(F)c4)nc(C)c3c2C)cc1 | i | i | i | i | -1 | i | i | i | -10 | i | 6
Cc1cc(C(=O)N(C)CC(=O)Nc2ccccc2C(F)(F)F)c(C)o1 | i | i | i | i | -3 | i | i | i | -6 | i | -1
COC(=O)C1Cc2c([nH]c3ccccc23)C(C(C)C)N1 (stereo not drawn) | i | i | i | i | -9 | i | i | i | -7 | i | 14
O=C(NNC(=S)NC1CCCCC1)c1ccccc1O | i | i | i | i | 0 | i | i | i | -25 | i | -4
N#CC1=C(N)Nc2nc3ccccc3n2C1c1ccc(Cl)cc1 (stereo not drawn) | i | i | i | i | 7 | i | i | i | -1 | i | -5
C=CCOC(=O)C1=C[C@H](C(C)(C)C)[C@@H](CCCO)[C@H](OCC)O1 | i | i | i | i | 8 | i | i | i | -2 | i | 10
CC(=O)c1ccc(N2CCN(CC(=O)Nc3ccc4c(c3)OCCO4)CC2)cc1 | i | i | i | i | 1 | i | i | i | -7 | i | x
CCC1SC(=Nc2cccc(C)c2)NC1=O (stereo not drawn) | i | i | i | i | 3 | i | i | i | -3 | i | -3
CC(=O)c1ccc(NC(=S)N2CCCC(C(F)(F)F)C2)cc1 (stereo not drawn) | i | i | i | i | 3 | i | i | i | -10 | i | -1
CC[n+]1c(/C=C/c2cc([N+](=O)[O-])ccc2O)ccc2ccccc21 | i | i | i | i | 1 | i | i | i | -3 | i | 42
O=C(c1cc2cc(Cl)ccc2[nH]1)N1CCc2ccccc2C1 | i | i | i | i | 4 | i | i | i | -7 | i | -6
CCC1(C)CC2(CCCN(CCC(=O)c3ccccc3)C2)CCO1 (stereo not drawn) | i | i | i | i | 4 | i | i | i | -6 | i | 2
CCOc1ncccc1C(=O)Nc1cc(S(=O)(=O)N2CCOCC2)ccc1N1CCCC1 | i | i | i | i | 5 | i | i | i | -2 | i | -3
COc1cccc(NC(=O)CN(C)C(=O)c2ccccc2-c2nc3ccccc3s2)c1 | i | i | i | i | 1 | i | i | i | -8 | i | x
COc1ccc(N2CCN(C(=O)CC34CC5CC(CC(C5)C3)C4)CC2)c([N+](=O)[O-])c1 | i | -12* | i | i | -4 | i | i | i | -4 | i | -1
Cc1cc(C(=O)COc2ncnc3sccc23)c(C)n1C | i | i | i | i | -5 | i | i | i | -4 | i | -4
CCn1cc(C(=O)N2CCN(c3ccccn3)CC2)c(=O)c2cc(S(=O)(=O)N3CCC(C)CC3)ccc21 | i | i | i | i | 12 | i | i | i | -1 | i | 4
COc1cccc(CCc2nc3ccccc3c(=O)n2N)c1 | i | i | i | i | 2 | i | i | i | -9 | i | -2
CC1CCc2nc3sc4c(c3c(N)c2C1)CCCC4 (stereo not drawn) | i | i | i | i | -1 | i | i | i | -10 | i | 1
Cc1ccc(-c2c[n+]3c(n2-c2ccccc2)CCC3)cc1 | i | i | i | i | 6 | i | i | i | -13 | i | x
COc1cc(CC(=O)N/N=C/c2ccc([N+](=O)[O-])cc2)c([N+](=O)[O-])cc1OC | i | i | i | i | x | i | i | i | -7 | i | -3
CCCCCn1c(Sc2nc3ccccc3s2)nc2c1c(=O)[nH]c(=O)n2C | i | i | i | i | -4 | i | i | i | -10 | i | x
COCCn1c(SCC(=O)NC(=O)NC(C)C)nc2ccccc21 | i | i | i | i | 2 | i | i | i | -10 | i | -8
CCCCc1cc(=O)oc2c(CN(CC)CC)c(O)c(Cl)cc12 | i | i | i | i | -475 | i | i | i | -5 | i | 0
CN(CCO)C(=O)c1cccc2c1-c1ccccc1C2=O | i | i | i | i | 1 | i | i | i | -2 | i | 7
Cc1cc(-c2csc(NC(=O)c3ccc(C#N)cc3)n2)c(C)n1Cc1ccccc1 | i | i | i | i | x | i | i | i | -12 | i | 0
O=C(O)c1ccc(NC(=O)C2C3CCC(O3)C2C(=O)O)cc1 (stereo not drawn) | i | i | i | i | -10 | i | i | i | -5 | i | -4
CN(CC(=O)NCCN1CCN(Cc2ccccc2)CC1)S(=O)(=O)c1cccc2nsnc12 | i | i | i | i | 0 | i | i | i | -13 | i | 4
CCCCOc1ccc(S(=O)(=O)Nc2cc(OC)ccc2OC)cc1 | 25* | i | i | i | 5 | i | i | i | -10 | i | 9
O=[N+]([O-])c1cccc(-n2cccc2/C=N/Nc2nc(N3CCCCC3)nc(N3CCCCC3)n2)c1 | i | i | i | i | -3 | i | i | i | -4 | i | 2
Cc1ccc(-c2cc(C(=O)Nc3cc(C)on3)c3ccccc3n2)cc1 | i | i | i | i | -1 | i | i | i | 0 | i | 3
N#Cc1ccc(C23CC4(C2)[C@H](CN(P(=O)(c2ccccc2)c2ccccc2)[C@@H]4c2ccccc2)C3c2ccc(Cl)nc2)cc1 (stereo partly drawn) | i | i | i | i | -4 | i | i | i | -17 | i | 3
CC(/C=C1\SC(=O)N(CC(=O)Nc2cccc(O)c2)C1=O)=C\c1ccccc1 | i | i | i | i | 13 | i | i | i | -1 | i | 4
C[C@@H](O)c1nc2ccccc2n1N | i | i | i | i | -5 | i | i | i | -3 | i | 2
O=C(CCNC(=O)c1ccccc1Cl)NC1=NCCS1 | i | i | i | i | 5 | i | i | i | -9 | i | x
Cc1cc(O)c(C)c(O)c1/C=N/NC(=O)c1cccnc1 | i | i | i | i | 7 | i | i | i | -8 | i | 1
Fc1ccc(C2=CSC3=NCCN23)cc1 | i | i | i | i | 4 | i | i | i | -4 | i | -2

# As entered above:
# N#Cc1ccc(C23CC4(C2)[C@H](CN(P(=O)(c2ccccc2)c2ccccc2)[C@@H]4c2ccccc2)C3c2ccc(Cl)nc2)cc1 (stereo partly drawn) in hERG protect = -17
# C[C@@H](O)c1nc2ccccc2n1N in HDAC3 inh = -5
# O=C(O)c1ccc(NC(=O)C2C3CCC(O3)C2C(=O)O)cc1 (stereo not drawn) in Dyrk1A ADPGlo = -4

# Not all compounds are listed (hit frequency here may not be typical).
